# GPR151 activ: activates the human receptor GPR151; Q8TDV0; PathHunter beta-arrestin GPR151 cells, luminescence; activation, % at 11.2 µM; 650,000 compounds, 1% hits; in the data active means activation above about 4.9%;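 further: 0% = median of compound wells and 100% = cells with positive control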
# Target sequence (Q8TDV0 whole entry, looked up): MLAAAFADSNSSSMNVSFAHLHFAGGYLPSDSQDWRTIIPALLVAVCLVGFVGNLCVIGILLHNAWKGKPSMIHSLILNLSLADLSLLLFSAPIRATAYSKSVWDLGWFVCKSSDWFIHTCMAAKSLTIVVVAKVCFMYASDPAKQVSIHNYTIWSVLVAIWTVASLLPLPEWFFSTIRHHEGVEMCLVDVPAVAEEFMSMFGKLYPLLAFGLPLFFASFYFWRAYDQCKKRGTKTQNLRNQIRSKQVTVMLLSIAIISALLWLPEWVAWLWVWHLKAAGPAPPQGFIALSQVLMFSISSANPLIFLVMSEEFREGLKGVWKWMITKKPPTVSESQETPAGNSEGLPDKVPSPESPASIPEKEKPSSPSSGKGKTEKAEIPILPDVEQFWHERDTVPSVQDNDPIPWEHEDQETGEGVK
# MITF primary: human MITF inhibition, primary screen; 650,000 compounds, 0.91% hits; AlphaScreen MITF homodimerization, bead proximity signal; O75030; inhibition, % at 2.6 µM; AID 1259374; in the data active means inhibition above about 50%;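 further: 0% = vehicle wells with protein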
# Target sequence (O75030 whole entry, looked up): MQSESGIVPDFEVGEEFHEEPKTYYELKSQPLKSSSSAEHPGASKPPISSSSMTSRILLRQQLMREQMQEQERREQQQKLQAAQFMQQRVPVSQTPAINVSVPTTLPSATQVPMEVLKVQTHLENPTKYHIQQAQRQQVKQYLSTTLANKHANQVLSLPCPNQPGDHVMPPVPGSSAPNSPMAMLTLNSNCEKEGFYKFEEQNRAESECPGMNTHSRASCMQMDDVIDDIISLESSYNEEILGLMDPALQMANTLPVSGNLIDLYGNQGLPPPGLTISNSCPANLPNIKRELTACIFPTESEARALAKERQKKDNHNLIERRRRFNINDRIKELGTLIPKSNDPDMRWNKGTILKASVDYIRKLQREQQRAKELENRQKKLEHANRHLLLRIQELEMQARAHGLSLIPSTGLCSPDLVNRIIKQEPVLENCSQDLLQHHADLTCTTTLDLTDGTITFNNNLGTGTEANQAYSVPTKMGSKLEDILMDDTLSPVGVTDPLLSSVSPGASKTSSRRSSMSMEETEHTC
# TEAD-YAP block: TEAD-YAP interaction inhibition | HEK-TIYL cells, TEAD-Gal4/YAP UAS-luciferase luminescence | inhibition, % at 9.12 µM | 640,000 compounds, 1.4% hits | AID 1259422; in the data active means inhibition above about 32%;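 further: 0% = median of test compound wells and 100% = reference inhibitor wells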
# FBW7 activator: activators of human E3 ligase FBW7. Q969H0. normalized activity (activation), % at 26.1 µM. AlphaScreen FBW7–phospho-cyclin E peptide binding, activator screen. 650,000 compounds, 0.13% hits. AID 1259310; in the data active means normalized activity above about 1.9%;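 further: purified mutant Fbw7 with reduced substrate affinity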
# Active calls of the source: *; & = joins results of further samples; ! = not active in a repeat.
SMILES,GPR151 activ,MITF primary,TEAD-YAP block,FBW7 activator
O=C(COc1cccc2c1CCN(Cc1ccccc1F)C2=O)N1CCN(c2ccccc2)CC1,0.5,5.3,-7.8,-0.1
COc1ccc(O)c(C(=O)c2cnc3c(c2)c(=O)[nH]c(=O)n3C)c1,-1.1,-4.4,-2.0,0.0
Cc1ccc(C(C)C)cc1S(=O)(=O)Nc1ccncc1,0.1,10.6,6.4,0.0
COc1cccc(CNC(=O)c2nnn(CC(=O)Nc3ccccc3C)c2N)c1,-0.1,-3.4,4.3,0.0
CCSc1nnc(NC(=O)CSc2nnc(NC(=O)c3cccc(C(F)(F)F)c3)s2)s1,-1.0,-3.9,-4.5,-0.1
Cc1ccc(SCC(=O)Nc2ccc3c(c2)OCCO3)cc1,0.0,4.2,-61.2,-0.2
Cc1c(NC(=O)COc2ccc(Cl)cc2Cl)cccc1-c1nc2ncccc2o1,0.5,3.6,-14.1,0.6
COc1ccccc1/C=C/C=N/n1c(-c2ccncc2)n[nH]c1=S,0.6,8.8,12.8,0.1
O=C(OCc1ccc([N+](=O)[O-])cc1)c1ccc([N+](=O)[O-])o1,0.4,3.9,10.0,-0.1
Cc1ccc(OCCn2c(=S)[nH]c3ccccc32)cc1,0.1,-6.9,-3.4,-0.2
COCC1CCCN1C(=O)c1cnc2scc(C(C)(C)C)n2c1=O (stereo not drawn),-0.5,11.8,-5.9,-0.4
Cc1ccccc1OCC(=O)NN=C1CCCCC1,-1.5,2.4,-7.9,0.0
CCC(C)c1ccccc1OCCNC(C)C (stereo not drawn),0.5,85.4*,10.4,-0.4
CCOC(=O)CN1C(=O)S/C(=C/c2ccc(O)c(Br)c2)C1=O,-0.4,6.2,14.4,-0.1
CC(=O)Nc1ccc(NC(=O)CSc2ccc3nnc(-c4ccncc4)n3n2)cc1,-0.5,-5.6,-1.8,0.0
Nn1cnn(Cc2ccccc2)c1=S,-0.4,8.3,7.2,0.3
CCCOc1ccccc1C1NC(=O)NC(C)=C1C(=O)OC1CCCCC1 (stereo not drawn),-0.5,12.9,0.2,0.0
CS(=O)(=O)N1CCN(c2ccc(NC(=O)c3ccc(Br)o3)cc2)CC1,-0.5,15.3,-57.2,0.2
Cc1cccc(N2C(=O)NC(=O)/C(=C/c3ccc(Br)o3)C2=O)c1,0.0,47.0,5.0,-0.2
CCCN1CC=C2C(C#N)=C(N)C(C#N)(C#N)C(c3ccc(SC)cc3)C2C1 (stereo not drawn),-0.7,0.2,-0.5,0.0

# Brought forward from above: two entries, then new ones.
SMILES,GPR151 activ,MITF primary,TEAD-YAP block,FBW7 activator
Cc1cccc(N2C(=O)NC(=O)/C(=C/c3ccc(Br)o3)C2=O)c1,0.0,47.0,5.0,-0.2
CCCN1CC=C2C(C#N)=C(N)C(C#N)(C#N)C(c3ccc(SC)cc3)C2C1 (stereo not drawn),-0.7,0.2,-0.5,0.0
CC1CCN(CC(=O)Nc2ccccc2Br)CC1,1.7,-2.4,-5.3,-0.1
Cc1sc2nc3n(c(=O)c2c1-c1cccs1)CCCCC3,1.1,7.7,10.1,0.1
C=CCc1cc(/C=N\NC(=O)COc2cccc3cccnc23)cc(OC)c1O,1.3,-6.4,1.9,0.0
CCOc1ccccc1C(=O)NCc1nc(C)no1,-0.8,7.3,-0.2,-0.1
COc1ccc(-n2c(=S)[nH]c3cc(C(=O)N(C)Cc4ccccc4)ccc3c2=O)cc1,-1.4,13.6,3.7,0.5
Cc1nc2ccccc2n1CC(=O)N/N=C\c1ccco1,0.3,5.2,6.1,0.1
CN(C)CCNC(=O)c1cccc(-c2cnn3c(NCc4cccs4)ccnc23)c1,0.5,-1.0,93.0*,-0.4
CCSc1nnc2c(n1)OC(c1cccc(Cl)c1)Nc1ccccc1-2 (stereo not drawn),-0.2,2.3,-15.4,0.0
O=C(Nc1cccc(Cl)c1)c1cc(S(=O)(=O)NCc2ccccc2Cl)ccc1F,0.4,2.3,1.8,-0.1
Cc1ccc(N=Cc2nc(-c3ccc([N+](=O)[O-])cc3)oc2O)c(C)c1,-0.8,12.0,9.4,0.8
CCC(C)(C)c1cc2cc(NS(=O)(=O)c3ccc(NC(C)=O)cc3)ccc2[nH]1,1.6,14.0,-3.1,0.1
CCNC(=S)Nc1ccccc1Cl,0.0,2.4,10.7,-0.1
O=C(O)CC1(CC(=O)Nc2ccccc2-n2cccn2)CCCCC1,1.3,12.7,5.0,-0.3
O=C(Nc1ccccc1)Nc1ccc(N2CCOCC2)cc1,-4.4,2.8,-34.6,0.1
O=C(/C=C/c1ccccc1)NN1C(=O)c2ccccc2C1=O,-0.9,1.6,-3.0,-0.2
COc1ccccc1N1CCN(CC(O)COc2ccc(Br)cc2)CC1 (stereo not drawn),1.4,12.6,-0.7,0.0
O=C(Nc1cc(-c2ccncc2)c[nH]c1=O)[C@H]1COc2ccccc2O1,-0.9,20.8,3.0,0.0
COc1cccc(C(c2sc3ncnn3c2O)N2CCN(c3ccccc3)CC2)c1 (stereo not drawn),3.0,-11.5,-0.1,-0.1
CCOc1ccccc1N1CCN(C2CC(=O)N(c3ccccc3)C2=O)CC1 (stereo not drawn),0.3,4.6,2.9,-0.1
Cc1ccc(C(=O)N2CCN3C(=O)[C@H](Cc4c[nH]c5ccccc45)NC(=O)[C@H]3C2)cc1,-0.3,-3.2,-1.6,-0.1

# Compound profiles, from the list above.
# Results for CCC(C)(C)c1cc2cc(NS(=O)(=O)c3ccc(NC(C)=O)cc3)ccc2[nH]1 = GPR151 activ = 1.6; MITF primary = 14.0; TEAD-YAP block = -3.1; FBW7 activator = 0.1
# Results for COc1ccccc1N1CCN(CC(O)COc2ccc(Br)cc2)CC1 (stereo not drawn) = GPR151 activ = 1.4; MITF primary = 12.6; TEAD-YAP block = -0.7; FBW7 activator = 0.0

# The list goes on:
SMILES,GPR151 activ,MITF primary,TEAD-YAP block,FBW7 activator
COCCn1nnnc1C(c1ccc(OC)cc1)N1CCN(c2ccccc2OC)CC1 (stereo not drawn),2.0,-4.4,1.4,-0.1
COC(C(=O)N1N=C(c2c(-c3ccccc3)c3cc(Cl)ccc3[nH]c2=O)CC1c1ccccc1)c1ccccc1 (stereo not drawn),0.3,-7.1,6.2,-0.3
COc1cc(C(=O)NNC(=O)c2ccc3ccccc3n2)cc(OC)c1OC,0.8,10.2,-3.8,-0.2
O=C(Nc1nc2c(Cl)cccc2s1)C1COc2ccccc2O1 (stereo not drawn),-0.4,9.8,9.2,0.1
Cc1ccc(SCC(=O)Nc2ccc3c(c2)n(C)c(=O)n3C)cc1,0.4,19.2,13.1,0.0
O=C(N/N=C/c1ccc(-c2cccc([N+](=O)[O-])c2)o1)Nc1ccccc1,0.2,16.1,-8.3,0.1
COc1ccc2cc(S(=O)(=O)n3ccnc3)ccc2c1,-1.1,-0.4,-0.2,-0.1
CCCc1ccc(Oc2coc3cc(OC(C)=O)ccc3c2=O)cc1,-0.4,8.9,25.2,0.3
CCOC(=O)CC1=Nn2c(nnc2-c2ccc(OC)cc2)SC1,0.7,13.6,-4.8,0.2
COc1ccccc1/C=C/C1=NC(=C\c2coc3ccccc3c2=O)/C(=O)O1,1.4,7.7,0.0,0.0
COc1ccc(/C=C(\C#N)C(=O)Nc2ccccc2[N+](=O)[O-])cc1Br,1.8,-1.3,-1.1,-0.1
Cc1ccc(C(C)C)c(OCC(=O)N/N=C/c2ccc(O)c([N+](=O)[O-])c2)c1,0.5,6.5,5.0,-0.1
Cc1ncn(-c2ccc(Nc3nccc(-c4ccc(C#N)c(N5CCCC(O)C5)c4)n3)cc2)n1 (stereo not drawn),-0.8,9.5,-1.5,0.2
CCC(=O)Nc1sc2c(c1C(N)=O)CCC2,-0.9,-9.1,7.3,-0.1
Cc1ccccc1CSCC1Nc2ccc(C(=O)NCc3ccccc3Cl)cc2NC1=O (stereo not drawn),0.1,5.2,-15.9,-0.1
Cc1ccc2c(c1)cc(CN(Cc1ccc(F)cc1)C(=O)C1CC1)c1nnnn12,-0.1,4.1,-0.7,0.1
O=C(NC1CCC(NC(=O)c2ccco2)CC1)c1ccco1 (stereo not drawn),0.0,9.5,-0.8,0.3
CSc1ncc(C(=O)Nc2ccc(C)c(C)c2)c(=O)n1C,-0.5,8.8,-39.3,0.0
COc1ccc(Cl)cc1C(=O)Nc1ccccc1C,-1.4,-0.7,-3.1,-0.1
COC(=O)CN1C=Cc2ccccc2C1C (stereo not drawn),-1.7,2.6,-0.6,0.7

# The list goes on, starting with the last two of the part before.
SMILES,GPR151 activ,MITF primary,TEAD-YAP block,FBW7 activator
COc1ccc(Cl)cc1C(=O)Nc1ccccc1C,-1.4,-0.7,-3.1,-0.1
COC(=O)CN1C=Cc2ccccc2C1C (stereo not drawn),-1.7,2.6,-0.6,0.7
S=C(NCCCN1CCOCC1)Nc1ccc(-c2nc3ccccc3[nH]2)cc1,-0.4,6.1,14.0,0.2
COc1ccc(OC)c(C2=NOC(C(=O)Nc3ccc(F)cc3F)C2)c1 (stereo not drawn),-0.1,0.7,-4.3,-0.1
O=C(Cn1nc(-c2ccc(F)cc2)n(-c2ccncc2)c1=O)NCC1CC1,1.9,7.5,3.3,-0.1
COc1ccc(C(=O)O/N=C(/c2ccncc2)c2ccc([N+](=O)[O-])cc2)cc1,0.0,9.7,11.7,0.1
CCOc1ccccc1NC(=O)c1ccc(Cl)cc1,-1.1,-3.1,-7.5,-0.1
COc1ccc(C2=N/C(=C\c3ccccc3F)C(=O)O2)c(Cl)c1,0.4,6.8,7.4,0.5
O=C1OC(c2cccc3ccccc23)=N/C1=C/c1cccc(Cl)c1Cl,0.5,9.0,-0.7,-0.1
O=C(O)[C@H]1/C(=C/CO)O[C@@H]2CC(=O)N21,4.9*!,-1.2&-14.2,-7.0,0.0&0.2
CCc1nnc(NC(=O)COC(=O)CSc2nc(C)cc(C)n2)s1,0.9,3.2,-6.7,-0.1
Cc1cc(NC(=O)COc2ccccc2[N+](=O)[O-])c(C)cc1I,0.2,11.2,2.2,0.0
COc1cc(C(=O)NNC(=O)c2ccccc2)cc(OC)c1OC,-1.7,2.8,15.1,0.6
O=C(CN1C2CCC1CC(NC(=O)Nc1ccccc1)C2)Nc1cccc([N+](=O)[O-])c1 (stereo not drawn),0.0,-4.4,0.3,-0.1
COC(=O)/C(=C/c1ccccc1[N+](=O)[O-])C(C)=O,-0.5,11.5,-7.6,-0.2
O=C(Cn1c(NCCO)nc2ccccc21)c1ccc(Cl)c(Cl)c1,0.2,1.1,11.5,0.1
Ic1cccc(-c2nnc(-c3ccccc3)o2)c1,-1.6,7.7,-54.4,0.1
Cc1nn(CCC#N)c2nc(-c3cccnc3)cc(C(F)(F)F)c12,0.8,-3.0,2.8,-0.1
Cc1ccc(C2=Nc3ccccc3N=C(c3ccc(F)cc3)C2)c(O)c1,0.2,-8.4,-42.0,0.0
COC(=O)NS(=O)(=O)c1ccccc1Cl,-0.1,-8.1,-6.7,0.1
COc1ccc(-c2nc3sc(CCNS(=O)(=O)c4c(C)noc4C)c(C)n3n2)cc1,-1.1,-12.1,3.9,0.0
COc1ccc(/C=C2\NC(=S)N(CNc3ccc(Br)cc3)C2=O)cc1,0.0,-15.3,-7.8,-0.2

# Some of these compounds in order of count of non-hydrogen atoms, low to high.
SMILES,GPR151 activ,MITF primary,TEAD-YAP block,FBW7 activator
Ic1cccc(-c2nnc(-c3ccccc3)o2)c1,-1.6,7.7,-54.4,0.1
COc1ccc(C2=N/C(=C\c3ccccc3F)C(=O)O2)c(Cl)c1,0.4,6.8,7.4,0.5
Cc1nn(CCC#N)c2nc(-c3cccnc3)cc(C(F)(F)F)c12,0.8,-3.0,2.8,-0.1

# The results go on.
SMILES,GPR151 activ,MITF primary,TEAD-YAP block,FBW7 activator
COCCCn1c(C)cn2c3c(=O)n(Cc4ccc(Cl)cc4)c(=O)n(C)c3nc12,1.7,10.3,-4.9,0.0
O=C(CSc1nc2ccccc2[nH]c1=O)NCc1ccco1,2.1,19.8,-2.3,-0.1
CN(Cc1nc2ccccc2n1C)C(=O)c1ccco1,-1.2,11.0,17.6,0.6
Cc1cc2c(cc1S(=O)(=O)Nc1cccc(F)c1)OCCN2C,-0.8,21.3,1.3,0.1
CC(C)(C)CN1CCNC(=O)C1CC(=O)NCc1ccc(-n2cncn2)cc1 (stereo not drawn),0.1,5.1,1.7,0.1
O=C(NCc1nc(-c2ccc(Cl)cc2)no1)c1ccccc1Br,0.8,7.0,-1.0,0.4
CCc1nnc2ccc(N3CCN(S(=O)(=O)c4ccc5ccccc5c4)CC3)nn12,0.2,6.7,6.7,0.2
CCn1c(SCC(=O)OC)nnc1-c1ccc(Cl)cc1,-0.9,9.7,18.7,0.7
CCn1c2c(c(=O)[nH]c1=O)C(c1cccc(OC)c1)C1=C(N2)c2ccccc2C1=O (stereo not drawn),-0.4,3.8,12.2,0.1
CCc1cc2ccccc2nc1SCC(=O)NNC(=O)C(C)C,-0.3,5.2,10.2,0.2
CCOc1ccccc1CN1CCN(C/C=C/c2ccc(OC)cc2)CC1CCO (stereo not drawn),1.7,-8.4,-1.6,0.1
CCOc1ccc(S(=O)(=O)N(CC(=O)Nc2cc(C)ccc2C)c2ccccc2)cc1,0.9,-3.9,1.5,0.0
COc1ccc2c(c1)CC(C(=O)Nc1ccc(-c3cn[nH]c3)cc1-c1noc(C)n1)CO2 (stereo not drawn),0.2,8.1,-3.0,0.2
Cc1cccc(S(=O)(=O)N2CCSC2c2cccc(Cl)c2)c1 (stereo not drawn),-1.2,5.7,6.6,0.2
C=CCOc1ccc(/C=C2\SC(=Nc3ccccc3)NC2=O)cc1OC,0.2,-3.8,16.9,0.0
COc1ccc(C(=O)Nc2ccc(Br)cc2)c(OC)c1,-1.1,8.9,-88.2,0.0

# Screening results as filed in PubChem BioAssay.
